High-throughput results (PubChem BioAssay)
BoNT F protease = BoNT/F light chain protease inhibitors, primary screen, biochemical, flow cytometry, MLPCN library | Botulinum neurotoxin type F light chain protease (Clostridium botulinum) | Multiplex microsphere protease cleavage assay | inhibition, % at 10 µM | actives 0.22% (n = 360,000); in the data active = inhibition above about 35%, passing the limit was not always enough; inconclusive = no clear call, values can overlap the other calls; note: plate controls were buffer without enzyme for full effect and enzyme alone for no effect
GDH-TPI counter = GDH-TPI coupling enzyme inhibitors, primary screen, artefact control for M. tuberculosis FBA inhibitor project, biochemical, absorbance, full deck | GDH-TPI coupled enzyme counterscreen, NADH absorbance | inhibition, % at 4.8 µM | actives 1.2% (n = 360,000) | AID 588335, 2011;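 note: 0% = DMSO wells and 100% = wells lacking the enzyme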
Mtb UGM inh = M. tuberculosis UGM enzyme inhibitors, primary screen, biochemical, fluorescence polarization, single point. inhibition, % at 10 µM. actives 0.06% (n = 320,000). purified UGM, fluorescence polarization probe displacement; in the data active = inhibition above about 10%, passing the limit was not always enough; inconclusive = no clear call, values can overlap the other calls
Rv3671c protease = Rv3671c serine protease inhibitors, primary screen, biochemical, fluorescence polarization, M. tuberculosis H37Rv; inhibition, % at 5.96 µM; actives 0.048% (n = 320,000); in the data active = inhibition above about 38%;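 note: extracellular domain of Rv3671c used as enzyme; 0% = enzyme with DMSO and 100% = no enzyme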
Target sequence (P9WHR9 whole entry, looked up, the tested form may be a part): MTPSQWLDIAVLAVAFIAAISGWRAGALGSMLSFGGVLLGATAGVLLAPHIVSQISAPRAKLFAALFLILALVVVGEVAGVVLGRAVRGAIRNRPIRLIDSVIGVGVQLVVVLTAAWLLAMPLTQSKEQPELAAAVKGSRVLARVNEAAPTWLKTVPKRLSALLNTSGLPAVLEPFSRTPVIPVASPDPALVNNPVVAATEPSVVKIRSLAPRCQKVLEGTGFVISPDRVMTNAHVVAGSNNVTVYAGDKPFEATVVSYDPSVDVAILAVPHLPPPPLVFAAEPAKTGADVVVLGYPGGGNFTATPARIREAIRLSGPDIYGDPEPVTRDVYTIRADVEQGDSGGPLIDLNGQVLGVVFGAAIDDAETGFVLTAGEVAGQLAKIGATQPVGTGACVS
FadD28 binding = inhibitors of FadD28 bisubstrate probe binding, primary screen, biochemical, fluorescence polarization, single point. Mycobacterium tuberculosis FadD28 fatty-acid-AMP ligase. inhibition, % at 12.5 µM. actives 0.22% (n = 360,000); in the data active = inhibition above about 8.5%, passing the limit was not always enough; inconclusive = no clear call, values can overlap the other calls
FBA Mtb inh = Mtb FBA enzyme inhibitors, primary screen, biochemical, fluorescence, strain H37Rv. inhibition, % at 1 µM. actives 2.3% (n = 360,000). Fructose-bisphosphate aldolase (Mycobacterium tuberculosis (strain ATCC 25618 / H37Rv)), …. AID 588726, 2011. purified M. tuberculosis FBA, fluorescence read-out; in the data active = inhibition above about 27%;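 note: 0% = vehicle and 100% = reference inhibitor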
Target sequence (P9WQA3 whole entry, looked up): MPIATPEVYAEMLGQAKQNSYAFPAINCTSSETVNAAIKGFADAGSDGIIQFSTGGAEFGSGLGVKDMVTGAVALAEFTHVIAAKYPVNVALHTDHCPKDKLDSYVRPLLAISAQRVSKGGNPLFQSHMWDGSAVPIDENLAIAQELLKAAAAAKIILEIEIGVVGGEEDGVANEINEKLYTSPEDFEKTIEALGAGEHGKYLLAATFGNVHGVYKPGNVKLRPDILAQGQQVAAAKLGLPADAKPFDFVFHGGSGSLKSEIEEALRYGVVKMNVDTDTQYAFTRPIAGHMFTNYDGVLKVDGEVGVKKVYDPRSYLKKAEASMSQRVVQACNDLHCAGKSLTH
Mtb BioA inh = M. tuberculosis BioA enzyme inhibitors, primary screen, biochemical, plate reader, single point, HTS; actives 0.096% (n = 360,000); purified M. tuberculosis BioA enzyme; inhibition, % at 9.99 µM; 7,8-diaminopelargonic acid synthase BioA (Mycobacterium tuberculosis); in the data active = inhibition above about 40%; inconclusive = no clear call, values can overlap the other calls
CCHF vOTU inh = CCHFV vOTU protease inhibitors, primary screen, biochemical, Pep-AMC substrate, fluorescence; Crimean-Congo hemorrhagic fever virus L polyprotein viral ovarian tumor (vOTU) protease …; inhibition, % at 11.5 µM; AID 651958, 2012; actives 0.55% (n = 370,000); note: 0% = vehicle wells with enzyme and 100% = no enzyme wells
MazF activator = activators of E. coli MazEF toxin-antitoxin RNase, primary screen, biochemical, fluorescence, uHTS. Endoribonuclease toxin MazF (Escherichia coli (strain K12)), P0AE70. FAM/BHQ RNA-DNA oligo cleavage fluorescence, 5 h. activation, % at 20 µM. actives 0.32% (n = 350,000). AID 504720, 2011; in the data active = activation above about 50%
Target sequence (P0AE70 whole entry, looked up): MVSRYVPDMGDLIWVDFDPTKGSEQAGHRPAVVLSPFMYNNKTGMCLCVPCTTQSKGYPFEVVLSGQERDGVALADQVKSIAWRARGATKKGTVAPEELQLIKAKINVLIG
VHR inh abs = VHR1 phosphatase inhibitors, primary screen, biochemical, absorbance, uHTS; recombinant VHR phosphatase, pNPP absorbance; Dual specificity protein phosphatase 3 (Homo sapiens), P51452; inhibition, % at 13.3 µM; actives 0.52% (n = 290,000); AID 1654, 2009; in the data active = inhibition above about 50%; note: some compounds called inactive have numbers as strong as hits
Target sequence (P51452 whole entry, looked up): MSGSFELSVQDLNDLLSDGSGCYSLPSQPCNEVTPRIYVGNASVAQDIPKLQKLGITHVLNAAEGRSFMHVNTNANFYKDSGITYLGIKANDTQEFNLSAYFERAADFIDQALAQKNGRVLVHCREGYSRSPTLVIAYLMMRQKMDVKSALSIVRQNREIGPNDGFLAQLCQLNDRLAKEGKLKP
* hit, by the source's call; u = inconclusive; x = no result given; & = joins results of further samples. Cut-off read from the data, not from the text of the source, unless noted: active = inhibition above about 30%; inactive = the rest.

SMILES	BoNT F protease	GDH-TPI counter	Mtb UGM inh	Rv3671c protease	FadD28 binding	FBA Mtb inh	Mtb BioA inh	CCHF vOTU inh	MazF activator	VHR inh abs
Cn1cc(CNC(=O)COc2ccc(Cl)cc2Cl)cn1	-2	7	-1.2	7	-4.4	0	0.7	13	-3	-18
Cc1cc(NC(=O)CN2C(=O)NC(C)(c3ccc(OC(F)F)cc3)C2=O)no1 (stereo not given)	-7	4	-1.8	2	-7.6	-1	0.8	0	-5	7
CCC(c1nnnn1C1CCCC1)N(Cc1cccs1)Cc1cc2cc(C)ccc2[nH]c1=O (stereo not given)	-10	11	1.7	1	-0.5	6	-1.9	14	-5	3
O=C(NC(=S)N1CCN(Cc2ccc3c(c2)OCO3)CC1)c1ccc(Cl)cc1	-9	5	-1.0	0	-0.7	-1	x	-9	4	-3
Cn1nc(-c2ccc(OCC(=O)Nc3ccccc3)cc2)c2ccccc2c1=O	-8	-10	0.8	4	-1.6	8	x	8	0	16
O=C(NCC1CCCCC1)c1ccccc1[N+](=O)[O-]	u	-4	-1.2	2	1.7	6	10	9	7	11
CC(NC(C)(C)C)C(=O)c1cccc(Cl)c1 (stereo not given)	-13	-3	-2.1&-0.3	7&-2	-1.2	0	0.3	-4&3	-2	-15
Cc1nc2c(=O)n(-c3ccc(F)cc3F)nc(C)c2s1	u	0	0.6	4	-2.2	-1	-1.9	-5	-4	-1
Cc1cccc(C(=O)Oc2ccccc2/C=N/NC(=O)c2ccc(NC(=O)C(C)(C)C)cc2)c1	-10	12	0.1	-137	-7.4	-3	x	-8	-1	-10
CCOCCCN(C)C1CCN(C(=O)c2oc3ccccc3c2NC(=O)c2ccc(F)cc2)CC1	x	-2	0.5	-2	-2.5	-1	-0.5	0	10	8
O=C(NCc1nc2ccccc2[nH]1)C1=C[C@H](C2CC2)C[C@H](OCc2ccc(CO)cc2)O1	-4	1	2.0	1	-13	0	-1.3&1.6	-2	-6	7
C=C(C(=O)c1ccccc1)C(C(=C)C(=O)c1ccccc1)c1ccc(OC)cc1	-1	-2	-2.0	1	-3.1	1	x	7	-10	20
CCOC(=O)C1=C(O)C(=O)N(c2ccc(S(N)(=O)=O)cc2)C1c1ccc(Br)cc1 (stereo not given)	-2	25	1.4	3	-1.7	5	27	-1	-3	-14
CCN1C(=O)[C@H]2[C@@H](c3ccc(C)cc3)N3C(=O)N(c4ccc(OC)cc4)C(=O)[C@@]3(Cc3ccccc3)[C@H]2C1=O	-8	-4	0.3	2	-4.6	5	-3.1	2	4	x
CCCCNC(=O)CC1NCCNC1=O (stereo not given)	-11	0	-1.1	1	0.5	1	x	-8	1	9
N#Cc1ccc(CSc2nnc(-c3cnccn3)o2)cc1	-13	9	1.7	2	-1.6	2	0.8	-7	-3	-6
CCc1ccccc1NC(=O)c1ccc2c(O)c(S(=O)(=O)c3ccc(OC)cc3)c(=O)[nH]c2c1	9	4	2.1	0	-2.2	4	-1.7	16	-5	8
COc1cc(OC)c(S(=O)(=O)Nc2ccccc2N2CCCCC2)cc1NC(C)=O	1	3	1.2	-5	-0.3	-1	x	-9	13	28
Cc1ccc(S(=O)(=O)N(C)CC(=O)Nc2cccnc2)cc1	2	-1	1.7	-4	0.2	-1	1.3	9	4	20
Cc1cccn2c(=O)c3cc(C(=O)NC4CCCC4)c(=N)n(C4CCCCC4)c3nc12	10	6	-0.4	2	-4.6	67*	-0.8	-30	4	-4
CCOC(=O)CCCCCNC(=O)c1ccc(F)cc1F	6	-3	4.3	-2	0.3	1	0.2	-6	5	x
COC(=O)C1=C(C(=O)OC)[C@@H]2N(Cc3ccccc3)c3ccccc3[C@@]23C[C@@H](C(=O)OC)N(C(=O)c2cc(C)oc2C)C3=N1	-1	17	-0.4	-4	0.0	5	-1.7	1	1	x
C=CCN(C(=O)CCC(=O)Nc1cc(C)on1)C(C(=O)NC(C)(C)CC)c1cccc(OC)c1OC (stereo not given)	2	1	0.5	-3	0.8	-2	-0.7	16	5	7
COc1ccc(C2(C(=O)Nc3ccc(OC)cc3OC)CCCC2)cc1	-2	-1	1.7	-9	-1.0	1	-1.9	3	3	11

A second format for six compounds above:
canonical_smiles,BoNT F protease,GDH-TPI counter,Mtb UGM inh,Rv3671c protease,FadD28 binding,FBA Mtb inh,Mtb BioA inh,CCHF vOTU inh,MazF activator,VHR inh abs
COc1ccc(C2(C(=O)Nc3ccc(OC)cc3OC)CCCC2)cc1,-2,-1,1.7,-9,-1.0,1,-1.9,3,3,11
C=CCN(C(=O)CCC(=O)Nc1cc(C)on1)C(C(=O)NC(C)(C)CC)c1cccc(OC)c1OC (stereo not given),2,1,0.5,-3,0.8,-2,-0.7,16,5,7
N#Cc1ccc(CSc2nnc(-c3cnccn3)o2)cc1,-13,9,1.7,2,-1.6,2,0.8,-7,-3,-6
CCN1C(=O)[C@H]2[C@@H](c3ccc(C)cc3)N3C(=O)N(c4ccc(OC)cc4)C(=O)[C@@]3(Cc3ccccc3)[C@H]2C1=O,-8,-4,0.3,2,-4.6,5,-3.1,2,4,x
CCCCNC(=O)CC1NCCNC1=O (stereo not given),-11,0,-1.1,1,0.5,1,x,-8,1,9
Cc1ccc(S(=O)(=O)N(C)CC(=O)Nc2cccnc2)cc1,2,-1,1.7,-4,0.2,-1,1.3,9,4,20

Remaining list, next part.
SMILES	BoNT F protease	GDH-TPI counter	Mtb UGM inh	Rv3671c protease	FadD28 binding	FBA Mtb inh	Mtb BioA inh	CCHF vOTU inh	MazF activator	VHR inh abs
COc1ccccc1-c1c(C)oc2cc(OC(=O)c3ccco3)ccc2c1=O	-4	1	0.2	-1	-3.3	36*	0.8	-78	1	3
CCN=C1NN=C(c2cc(C)n(Cc3ccco3)c2C)CS1	-12	10	0.4	6	-1.3	0	x	9	5	21
N#Cc1c(N)[nH]c(=S)c(C#N)c1-c1ccccc1	3	-9	3.9	1	-4.1	3	0.6	1	-7	12
COc1cccc(OCc2cc(C(=O)N3CCCC3c3ccccn3)no2)c1 (stereo not given)	-2	0	-0.2	7	x	0	0.3	13	0	6
O=C(NCCCN1CCOCC1)/C(=C/c1ccc(-c2cccc([N+](=O)[O-])c2)o1)NC(=O)c1ccccc1	4	40*	x	x	-1.7	-4	6.1	11	9	x
CCOc1nc2ccccc2nc1NS(=O)(=O)c1ccccc1	-16	16	-1.7	-13	0.6	5	-4.0	29	-4	2
O=C(NCCCc1ccccc1)c1cc(COc2c(F)cccc2F)on1	-9	8	3.1	-6	-3.1	0	-2.3	5	-7	9
COC(=O)c1ccccc1NC(=O)CSc1nnnn1-c1ccc(C)cc1C	-3	1	-0.4	3	0.5	-1	-2.4	5	-13	8
CNC[C@H](CC1CCCCC1)NC[C@H](NCCC1CCCC1)[C@H](C)O	-20	3	2.3	-5	-0.5	-2	-0.9	14	7	21
CCN1C(=N)N(c2ccccc2)C(=O)C(CC)(CC)C1=O	8	-8	x	x	-2.1	-1	-0.7	-12	3	x
C[C@]12c3[nH]c4cc(-c5ccco5)ccc4c3CCN1C(=O)[C@@H](CC(=O)NCCN1CCOCC1)C[C@@H]2C(=O)N1CCOCC1	-6	11	x	x	-1.1	46*	0.7	-21	1	x
c1ccc(N2CCN(CCc3nnc4n3CCCCC4)CC2)cc1	-2	-4	-0.4	2	-0.4	0	x	-17	1	9
CCOC(=O)C1=C(C)N(C[C@@H]2CC[C@@H](Cc3ccc(-c4ccccc4)cc3)O2)C(=O)NC1c1ccc(-c2ccccc2)cc1 (stereo not given in full)	-1	0	x	x	-3.4	-1	0.9	-2	-4	x
O=C(N=C1c2ccccc2CN1c1cccc(Cl)c1)c1cccnc1	-3	8	0.4	-7	-0.4	2	0.0	8	-11	17
COCCn1c(=S)[nH]c2cc(C(=O)N3CCc4ccccc43)ccc2c1=O	-5	18	-2.4	-6	0.3	3	x	2	-5	0
COc1ccc(-c2[nH]ncc2-c2ccc(Cl)cc2)c(O)c1	-9	-4	0.7	-10	-5.6	1	2.7	0	1	14
O=C1C2CC=CCC2C(=O)N1c1cccc(OS(=O)(=O)c2ccc3ccccc3c2)c1 (stereo not given)	-3	-1	0.0	-1	-6.5	0	-2.4	3	-8	8
OCCn1nc(-c2ccccc2)cc1-c1ccccc1	-11	20	-0.6	-4	-0.6	6	-5.2	6	4	9
CCOC(=O)CC(=O)NC1(Cc2ccc(O)cc2)CCCCC1	1	5	5.4	-1	-2.6	-5	-0.7	-12	2	18
CCn1c2ccccc2c2cc(NC(=O)COC(=O)c3ccc(O)cc3)ccc21	-7	13	1.9	-9	-6.8	-1	-1.9	-1	10	x
CSc1ccc(NC(=O)C2(C)CCN2C(=O)C2(c3ccccc3)CC2)cc1 (stereo not given)	1	4	x	x	-0.1	-3	-0.5	0	x	x
Cc1ccc(CN2CCN(/N=C/c3cc(Br)cc(Br)c3O)CC2)cc1	-2	1	0.1	-2	-0.9	2	x	-3	-13	-2
O=C(/C=C/c1cccs1)N1CCC2(CC1)Oc1ccc(Cl)cc1C(=O)C21CC(c2ccc(Cl)cc2)=NO1 (stereo not given)	3	22	-2.2	-13	-0.9	3	-2.3	6	2	x
O=C(Cc1ccccc1)NNC(=O)c1ccccc1C(=O)O	-9	1	2.1	13	-1.9	-1	3.5	4	6	17

Quoted at random: 4 compounds from above
SMILES	BoNT F protease	GDH-TPI counter	Mtb UGM inh	Rv3671c protease	FadD28 binding	FBA Mtb inh	Mtb BioA inh	CCHF vOTU inh	MazF activator	VHR inh abs
CCn1c2ccccc2c2cc(NC(=O)COC(=O)c3ccc(O)cc3)ccc21	-7	13	1.9	-9	-6.8	-1	-1.9	-1	10	x
OCCn1nc(-c2ccccc2)cc1-c1ccccc1	-11	20	-0.6	-4	-0.6	6	-5.2	6	4	9
CCOC(=O)C1=C(C)N(C[C@@H]2CC[C@@H](Cc3ccc(-c4ccccc4)cc3)O2)C(=O)NC1c1ccc(-c2ccccc2)cc1 (stereo not given in full)	-1	0	x	x	-3.4	-1	0.9	-2	-4	x
Cc1ccc(CN2CCN(/N=C/c3cc(Br)cc(Br)c3O)CC2)cc1	-2	1	0.1	-2	-0.9	2	x	-3	-13	-2

Other entries.
SMILES	BoNT F protease	GDH-TPI counter	Mtb UGM inh	Rv3671c protease	FadD28 binding	FBA Mtb inh	Mtb BioA inh	CCHF vOTU inh	MazF activator	VHR inh abs
O=C(C1CC(=O)N(c2ccccc2)C1)N1CCN(C2=NS(=O)(=O)c3ccccc32)CC1 (stereo not given)	0	12	1.1	4	0.2	0	x	-11	3	-17
CCOc1cc(C2C(C(=O)OC)=C(C)N=C3SC(C)C(=O)N32)ccc1OC(C)=O (stereo not given)	4	2	-1.0	4	-3.2	-7	x	12	-8	18
CC1(C(=O)NCc2ccco2)CCN1C(=O)C1(c2ccccc2)CC1 (stereo not given)	-10	9	x	x	-0.1	0	1.0	4	x	x
Cc1ccc(NC(=O)CSCC(=O)N2CCN(c3cccc(C(F)(F)F)c3)CC2)cc1	-4	1	1.6	-1	-4.4	-2	-1.0	12	-4	x
